TDP1 block: TDP1 (human) enzyme inhibition. Q9NUW8. recombinant TDP1, AlphaScreen DNA substrate cleavage. Potency, µM (series often up to 130 µM), for the others: at the top dose activity change, negative = inhibition, hits mostly inhibitors. 350,000 compounds, 0.28% hits; further: nearly all actives have a fitted effect of over 40% in size
Target sequence (Q9NUW8 whole entry, looked up): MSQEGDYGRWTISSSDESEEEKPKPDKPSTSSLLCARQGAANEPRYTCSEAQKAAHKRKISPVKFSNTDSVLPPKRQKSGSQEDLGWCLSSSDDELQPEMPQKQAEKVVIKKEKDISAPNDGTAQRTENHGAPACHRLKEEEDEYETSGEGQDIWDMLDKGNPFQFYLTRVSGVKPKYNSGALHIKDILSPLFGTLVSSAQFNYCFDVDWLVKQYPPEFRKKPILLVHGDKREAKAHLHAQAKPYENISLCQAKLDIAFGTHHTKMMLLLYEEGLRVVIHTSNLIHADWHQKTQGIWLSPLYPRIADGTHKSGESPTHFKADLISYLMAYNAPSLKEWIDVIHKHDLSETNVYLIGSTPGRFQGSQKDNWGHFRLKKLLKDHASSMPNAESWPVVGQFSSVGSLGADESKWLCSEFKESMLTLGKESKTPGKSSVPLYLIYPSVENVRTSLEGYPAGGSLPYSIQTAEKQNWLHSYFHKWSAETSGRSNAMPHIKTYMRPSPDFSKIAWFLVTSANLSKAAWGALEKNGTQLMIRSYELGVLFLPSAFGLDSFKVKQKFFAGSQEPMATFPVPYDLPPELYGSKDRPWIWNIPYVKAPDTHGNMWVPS
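AlphaScreen read-out: signal falls as enzyme removes the 3' tyrosine-FITC from a 5'-biotinylated DNA oligo (15 nM, 5 min, RT). Enzyme was E. coli-made recombinant Tdp1 at 1 nM, exposed to compound for 15 min beforehand; beads 10 ug/ml, 10 min.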
DT40 TDP1 no CPT: qHTS for Inhibitors of human tyrosyl-DNA phosphodiesterase 1 (TDP1): qHTS in cells in absence of CPT; 420,000 compounds, 15% hits; DT40 Tdp1-/- hTDP1 cells, no CPT, ATP luminescence, 48 h; Potency, µM (series often up to 46.2 µM), for the others: at the top dose activity change, negative = growth inhibition, hits mostly inhibitors; AID 686978, 2013; further: nearly all actives have a fitted effect of over 55% in size
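Chicken DT40 Tdp1-/- cells complemented with human TDP1, screened without camptothecin (DMSO vehicle only), 400 cells/well. Compounds pin-transferred, cells incubated at 37 °C for at least 48 hr. Growth read as ATP-dependent luminescence (CellTiter-Glo, 30 min at RT).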
TDP1 cell CPT: DT40-hTDP1 cell growth loss with CPT; Potency, µM (highest dose often 46.2 µM), for inactives: top-dose activity change, negative = growth inhibition, most hits filed as inhibitors; 420,000 compounds, 12% hits; chicken DT40 Tdp1-/-;hTDP1 cells + 20 nM CPT, ATP luminescence, 48 h; further: nearly all actives have a fitted effect of over 55% in size
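Chicken DT40 Tdp1-/- cells stably complemented with human TDP1 were seeded at 400 cells/well in medium containing 20 nM camptothecin, exposed to pin-transferred compounds, and grown at 37 °C for at least 48 hr. Viability was read as ATP luminescence.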
Starred values were filed as active, the others as inactive; ? = inconclusive; nt = not tested or not shown; & = joins results of further samples; [ ] = another dose, or the depositor's remark. The call rests on the fitted dose curve; in most records, active means well fitted curve in the direction sought with a large enough effect; inconclusive means small, poorly fitted or top-dose-only effect, or another doubt; inactive means no such curve, though single readings can be large; an effect the other way counts as inactive or inconclusive. On the % scale 0 is the no-effect control and ±100 the full control effect; potency means the concentration at half of the fitted maximal effect. Rows were taken by chance; any-hit rate near 18%.

SMILES	TDP1 block	DT40 TDP1 no CPT	TDP1 cell CPT
CCCCN(CC)CCCNC(=O)C1CCCN(c2ncnc3c2nc2n3CCCCC2)C1 (stereo not given)	1%	4%	-14%
CN(CC(=O)Nc1ccccc1C(F)(F)F)C(=O)c1cccc(-n2cccc2)c1	0%	?	-29%
O=C(NCc1ccc(F)cc1)C1CCN(S(=O)(=O)c2cccc3nonc23)CC1	-4%	-15%	-15%
Cc1ccccc1OCCn1c(=S)[nH]c2c(N)ncnc21	nt	-22%	-27%
COC(=O)C[C@@H]1CC[C@@H](NC(=O)NC2CCCC2)[C@@H](CO)O1	nt	-1%	8%
CCc1noc(C)c1C(=O)N1CCN(S(=O)(=O)c2ccc(Cl)s2)CC1	nt	-15%	-3%
Cc1c(-c2nnc(SCC(=O)Nc3ccccc3F)o2)nnn1-c1ccc(F)cc1	4%	-9%	-15%
O=[N+]([O-])c1cc(S(=O)(=O)N2CCCC2)ccc1O	8%	0%	-18%
Cn1cc(/C=C(\NC(=O)c2ccccc2)C(=O)N2CCOCC2)c2ccccc21	3%	7%	-4%
CCOC(=O)Oc1ccc2c(=O)c(Oc3cc(C)cc(C)c3)coc2c1	-5%	-18%	-21%

Rewritten with values under each structure: entries from further up
Screens in order – TDP1 block | DT40 TDP1 no CPT | TDP1 cell CPT
CCc1noc(C)c1C(=O)N1CCN(S(=O)(=O)c2ccc(Cl)s2)CC1
  nt | -15% | -3%
Cc1c(-c2nnc(SCC(=O)Nc3ccccc3F)o2)nnn1-c1ccc(F)cc1
  4% | -9% | -15%
O=[N+]([O-])c1cc(S(=O)(=O)N2CCCC2)ccc1O
  8% | 0% | -18%
Cn1cc(/C=C(\NC(=O)c2ccccc2)C(=O)N2CCOCC2)c2ccccc21
  3% | 7% | -4%
CCOC(=O)Oc1ccc2c(=O)c(Oc3cc(C)cc(C)c3)coc2c1
  -5% | -18% | -21%

Next section.
SMILES	TDP1 block	DT40 TDP1 no CPT	TDP1 cell CPT
OCCC1CN(Cc2cccc3c2OCO3)CCN1C1CCCCC1 (stereo not given)	-1%	-22%	-12%
CCC(=NCCc1ccc(OC)c(OC)c1)c1ccccc1O	nt	15%	-11%
NC(=O)C1(N2CCCCC2)CCN(C(=O)c2ccc(C#CC3(O)CCCCC3)cc2)CC1	6%	-25%	-15%
CCN(CC)CCCNc1nc2cc(OC)c(OC)cc2c2nc(-c3ccccc3)nn12	2%	5.2µM*	21µM*
CC(C)(C)NC(=O)NC(=O)COC(=O)COc1ccc2c(c1)CCC2	4%	-11%	-22%
COc1ccc(COc2ccc(S(=O)(=O)N3CCCC3)cc2C(N)=O)cc1F	-10%	-13%	-20%
O=C(CCc1[nH]c2ccccc2c1Sc1ccccc1)NCCO	5%	-7%	-11%
COc1ccc(-c2csc3ncnc(Nc4cccc(F)c4)c23)cc1	-4%	-31%	?
CC1=CC2C(C)(C)CC(=O)C[C@]2(C)CC1COc1ccc2c(c1)CC(=O)C=C2 (stereo not given in full)	6%	-5%[9.04 µM]	-10%[9.04 µM]
NC(=O)C1CCN(C(=O)CCn2c(=O)oc3ccccc32)CC1	-5%	-3%	-3%
CCOc1ccc(S(=O)(=O)N2CN3CCN(C3)C2)cc1	4%	?	?
Cc1cc(OC(C)C(=O)NCCCN2CCOCC2)c2c(C)c(C)c(=O)oc2c1 (stereo not given)	1%	12%	0%
CCc1ccccc1NC(=O)CSc1ncc(S(=O)(=O)c2ccc(C(C)C)cc2)c(N)n1	1%	?	?
C[C@H](NC(=O)c1ncn2c1C(=O)N(C)CC2)C(=O)OC(C)(C)C	nt	-17%	-12%
COC(=O)Cn1cnc2scc(-c3ccc(C)c(C)c3)c2c1=O	nt	?	8%
Cc1oc(-c2ccc(C(=O)NCCC(C)C)cc2)nc1CS(=O)(=O)c1ccccc1	8%	-18%	-23%
COc1ccc(S(=O)(=O)N2CCCN(CC(=O)C(C)(C)C)CC2)cc1	4%	-17%	-20%
CCOC(=O)c1cc2c(ccn2-c2ccc(F)cc2)n1CC(=O)N1CCN(C(=O)c2ccco2)CC1	-7%	12µM*	?
CC1=NN(C(=O)Cc2ccccc2)C(O)(c2ccccc2)C1 (stereo not given)	5%	4.1µM*	2.9µM*
Cc1nnc2sc(SCC(=O)N3CCc4ccccc43)nn2c1=O	nt	-19%	4%
C(=N\c1nc2ccccc2[nH]1)/c1cccs1	7%	-12%	-2%
CN(C)c1ccnc2sc3c(NCC(O)CO)ncnc3c12 (stereo not given)	3%	?	-6%
CN(C)N=Nc1ccc(S(=O)(=O)NC(Cc2ccccc2)C(=O)O)cc1 (stereo not given)	nt	?	-9%
O=C(Nc1ccc(O)c(-c2nc3ccccc3o2)c1)C1(c2ccccc2)CCCC1	?	?	?
O=C(O)c1ccc(/C=N/NC(=O)c2cc(-c3ccc4c5c(cccc35)CC4)n[nH]2)cc1	nt	?	?
O=C1Nc2ccccc2-n2nnnc2C1N1CCN(c2ccc(C(F)(F)F)cn2)CC1 (stereo not given)	nt	21µM*	16µM*
COc1ccccc1N1CCN(CCCCN2C(=O)C3CCCN3C2=O)CC1 (stereo not given)	nt	1%	17%
Cc1nc(-c2ccc(F)cc2)c(CC(=O)N(C)CC(=O)Nc2ccccc2C(F)(F)F)s1	nt	-27%	-7%
CCOC(=O)Cn1c(=O)c2c(nc3n2CCCCN3c2ccc(C)cc2)n(C)c1=O	0%	?	-19%
CC(C)CCNC(=O)c1cc(-c2ccncc2)nc2ccc(S(=O)(=O)N3CCOCC3)cc12	3%	-16%	?
CC(=O)c1sc(NC(=O)CCN2C(=O)c3ccccc3C2=O)nc1C	3%	7%	3%
CC(=O)NCCOc1cccc(OCCNC(C)=O)c1	-2%	-4%	-9%
Cc1cc(C)nc(SCC(=O)Nc2nonc2N)n1	5%	-24%	20%
O=C(CSc1ccccc1)Nc1ccccc1N1CCOCC1	-6%	-21%	-2%
CCC1CCC/C1=N\NC(=O)c1ccccc1Cl (stereo not given)	nt	-15%	2%
O=C(c1cc(Br)c(Br)s1)N1CCN(c2ccccn2)CC1	7%	?	?
O=C(Nc1ccc(Cl)cc1)c1csc(COCCO)n1	nt	-25%	-14%
CCOc1ccc(NC(=O)CSc2ccccc2N)cc1	4%	-7%	13%
Cc1cc(C(=O)CN2C(=O)C(=O)N(CCC3=CCCCC3)C2=O)c(C)n1C	7%	?	?
CCCCN(C)CCCNC(=O)c1cc(Nc2ccc(OC)c(OC)c2)nc2ccccc12	nt	?	?

The last 5 records of the part above lead into the next:
SMILES	TDP1 block	DT40 TDP1 no CPT	TDP1 cell CPT
O=C(c1cc(Br)c(Br)s1)N1CCN(c2ccccn2)CC1	7%	?	?
O=C(Nc1ccc(Cl)cc1)c1csc(COCCO)n1	nt	-25%	-14%
CCOc1ccc(NC(=O)CSc2ccccc2N)cc1	4%	-7%	13%
Cc1cc(C(=O)CN2C(=O)C(=O)N(CCC3=CCCCC3)C2=O)c(C)n1C	7%	?	?
CCCCN(C)CCCNC(=O)c1cc(Nc2ccc(OC)c(OC)c2)nc2ccccc12	nt	?	?
COc1ccc(C2=NCCn3c2c2ccc(C(F)(F)F)cc2[n+]3[O-])cc1	4%	2%	-22%
CC(=O)c1c(C)[nH]c(C(=O)OCC(=O)Nc2ccc([N+](=O)[O-])cc2Cl)c1C	1%	-8%	-14%
CCc1ccccc1NC(=O)Cn1nc(C(F)(F)F)cc1C1CC1	3%	-23%	-8%
COC(=O)c1cc(OC)c(OC)cc1N	5%[56.1 µM]	-1%	-2%
CS(=O)(=O)Nc1cccc(-c2nc(NCCN3CCOCC3)c3ccccc3n2)c1	11%[56.1 µM]	?	-3%
Cc1cccc(S(=O)(=O)NC(=O)C2(C)CCN2C(=O)Cc2cccs2)c1 (stereo not given)	nt	?	-3%
O=C(CSCc1c(F)cccc1F)Nc1ccccc1	2%	-22%	-20%
O=C(NC1CCCC1)C(C1CC1)n1c(-c2ccncc2)nc2ccccc21 (stereo not given)	nt	2%	-6%
Cc1cc(OCC(=O)Nc2ccccn2)c2c(C)cc(=O)oc2c1	-13%	?	-25%
N#CC1(Cc2ccc([N+](=O)[O-])cc2)c2ccccc2C=CN1C(=O)c1ccccc1 (stereo not given)	-3%	15µM*	?
COc1ccc(-n2c(COc3ccccc3)nnc2SCc2ccc(C#N)cc2)cc1	6%	?	-25%
CSc1ccccc1NC(=O)CSc1nnnn1-c1ccccc1SC	1%	?	?
COc1cc(C2N(C)C(=O)c3ccccc3N2C)ccc1O (stereo not given)	nt	4%	19%
Cc1occc1C(=O)NNC(=O)CN1C(=O)NC2(CCCCC2)C1=O	-4%[0.505 µM]	-16%	-3%
Cc1ccc(C(=O)Nc2nc(-c3ccc([N+](=O)[O-])cc3)cs2)o1	0%	12µM*	15µM*
Cc1ccccc1N(CC(=O)NC(C)(C)C)C(=O)CS(=O)CC(=O)Nc1ccc2c(c1)OCO2 (stereo not given)	1%	-5%	0%
CCCCn1c(C(C)NC(=O)COC)nc2ccccc21 (stereo not given)	4%	?	?
CN1CCN(C2CCN(c3ccc(Nc4nnc(Cl)c(Nc5ccccc5S(C)(=O)=O)n4)c(OC(CF)CF)c3)CC2)CC1	7%	?	?
COc1ccc(NC(=O)CNS(=O)(=O)c2cccs2)cc1	-1%	-16%	-1%
COc1ccc2nc(SCC(=O)C(C)(C)C)[nH]c2c1	nt	-4%	1%
O=C(COC(=O)c1ccccc1SCC(=O)N1CCCC1)NC1CCCCC1	3%	-12%	5%
O=C(/C=C/c1cccnc1)c1ccc([N+](=O)[O-])cc1	5%	?	-30%
O=C(NC(=O)c1csnn1)Nc1ccccc1Cl	4%	4%	1%
O=C(NC(=S)NCCC1=CCCCC1)c1cncc(Br)c1	0%	-7%	3%
CC(=O)Nc1ccc(NC(=O)c2csnn2)cc1	-5%	-6%	3%
Cc1ccc(C)c(N(C)S(=O)(=O)c2cccc3nsnc23)c1	7%	?	-4%
Cc1ccc(C(=O)N2CCN(CCNC(=O)C(=O)NCc3ccc(Cl)cc3)CC2)cc1	1%	?	16µM*
COC(=O)CC1C(=O)NCCN1C(=O)CSc1nc2ccccc2o1 (stereo not given)	3%	6%	9%
COc1ccc(C2=CC(c3ccccc3Cl)n3nc(-c4ccc(Cl)cc4)nc3N2)cc1 (stereo not given)	nt	?	-25%
N#C/C(C(=O)Oc1ccccc1)=C1/Nc2ccccc2-c2ccccc21	0%	?	?

As a short view, part of the list above:
SMILES	TDP1 block	DT40 TDP1 no CPT	TDP1 cell CPT
Cc1ccc(C(=O)N2CCN(CCNC(=O)C(=O)NCc3ccc(Cl)cc3)CC2)cc1	1%	?	16µM*
COC(=O)CC1C(=O)NCCN1C(=O)CSc1nc2ccccc2o1 (stereo not given)	3%	6%	9%

Additional records
SMILES	TDP1 block	DT40 TDP1 no CPT	TDP1 cell CPT
CCC(c1nc2ccccc2[nH]1)n1c(=O)c(-c2ccccc2)nc2ccccc21 (stereo not given)	nt	?	?
COCCn1c(-c2cc(OC)c(OC)c(OC)c2)nc2oc3ccccc3c(=O)c2c1=O	12%	?	?
COC(=O)c1c(NC(=O)COC(=O)Cn2cnc3ccccc32)sc(C)c1C	1%	1%	1%
CCCC(C(=O)NC(C)(C)C)N(C(=O)c1snc(C(N)=O)c1N)c1ccc2c(c1)OCCO2 (stereo not given)	1%	?	?
Cc1cc2c(ncn2Cc2ccccc2)c(N)c1C	9%	-27%	-6%
CC(=O)N/C(=C/c1ccc(OC(F)F)cc1)C(=O)O	5%	-8%	6%
COc1ccccc1C(=O)NNC(=O)C(=O)NC(C)(C)C	1%	?	?
S=C(NCc1ccccc1)NC1CCCc2ccccc21 (stereo not given)	5%	?	?
CCOC(=O)c1cnc(-n2nc(C)cc2C)nc1-n1nc(C)cc1C	2%	-16%	22%
COCC(C)NCc1ccc(C)cc1C (stereo not given)	-3%	-26%	-1%
O=C(NCCCNC1CCCCC1)c1ccc(/C=N/O)nc1	7%	3%	-7%
COC(=O)c1sc(C(C)(C)C)cc1CS(=O)(=O)c1ccccn1	5%	?	-15%
CCC(=O)N1CCN(C(=O)CC)C1c1ccccc1	5%	3%	-1%
CCc1cccc(C)c1NC(=O)c1nc2ccccc2nc1N1CCCCC1	2%	-50%	?
Cn1c(N)c(C(=O)CSc2ccccn2)c(=O)n(C)c1=O	5%	6%	0%
COC/C=C/C1=CC2=CC(=O)C(C)(OC(=O)c3cnc4ccccc4n3)C(=O)C2=CN1CCOC (stereo not given)	7%[12.3 µM]	?	?
Cc1ccc(S(=O)(=O)Nc2ccc3ncccc3c2)cc1	7%	9.2µM*	10µM*
Cc1nc(Nc2ccc(Cl)cc2)cc(-c2ccccc2)n1	-3%	-103%	23µM*
C=CCn1cc(/C=N/N2C(=O)C3C4C=CC(C4)C3C2=O)c2ccccc21 (stereo not given)	0%	-17%	-9%
CC(=O)Nc1ccc(NC(=O)CSc2nc3ccccc3nc2N2CCC(C)CC2)cc1	3%&-1%	?	5%&-23%
